aSyn rescue = qHTS of alpha-syn Inhibitors. AID 652106, 2013. Yeast expressing alpha-synuclein, growth rescue, BacTiter-Glo, 24 h. actives 0.14% (n = 370,000). Potency, µM (series often up to 46.1 µM), for the others: top-dose growth rescue (activation), usual class: activators; also: potency is read from the fitted curve at half-maximal effect; % of control where 0% means no effect; nearly all actives have a fitted effect of over 65% in size
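Readout is rescue of growth in alpha-synuclein-expressing yeast, so inhibitors of toxicity appear as activators. Growth after 24 hr at 30 deg C in galactose medium is quantified by luminescence.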
GLP1R inv ag = qHTS of GLP-1 Receptor Inverse Agonists (Inhibition Mode) | HEK293 GLP-1R CRE-luciferase, luminescence, 24 h; GLP-1R form is constitutively active | actives 1.6% (n = 410,000) | Potency, µM (series often up to 38.3 µM), without a hit: top-dose activity change, negative = inhibition, most hits filed as inhibitors | Glucagon-like peptide 1 receptor (Homo sapiens), P43220; also: potency is read from the fitted curve at half-maximal effect; % is scaled to controls: 0 for no effect and ±100 for the full control effect; nearly all actives have a fitted effect of over 55% in size
Target sequence (P43220 whole entry, looked up): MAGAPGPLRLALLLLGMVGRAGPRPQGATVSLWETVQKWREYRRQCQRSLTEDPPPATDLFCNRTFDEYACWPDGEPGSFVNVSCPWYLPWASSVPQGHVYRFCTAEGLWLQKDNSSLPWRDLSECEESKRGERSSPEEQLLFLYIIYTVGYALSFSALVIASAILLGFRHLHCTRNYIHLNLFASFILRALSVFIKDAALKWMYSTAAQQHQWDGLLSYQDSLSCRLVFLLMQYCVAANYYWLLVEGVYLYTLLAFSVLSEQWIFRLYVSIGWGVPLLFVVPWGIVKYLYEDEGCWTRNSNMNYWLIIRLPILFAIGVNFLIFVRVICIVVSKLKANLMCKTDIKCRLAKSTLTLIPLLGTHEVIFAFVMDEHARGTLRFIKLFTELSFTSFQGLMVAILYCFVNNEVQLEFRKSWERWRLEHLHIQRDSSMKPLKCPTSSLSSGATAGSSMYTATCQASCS
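Using stably transfected HEK293 (constitutively active GLP-1R, cAMP-luciferase reporter), compounds were incubated 24 hr and luciferase measured by luminescence.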
TDP43 rescue = qHTS of TDP-43 Inhibitors; AID 652104, 2013; actives 1.8% (n = 410,000); Potency, µM (top dose mostly 46.1 µM), without a hit: at the top dose growth rescue (activation), actives largely listed as activators; TDP-43 expressing yeast growth rescue, BacTiter-Glo, 24 h; also: potency is read from the fitted curve at half-maximal effect; % of control where 0% means no effect; nearly all actives have a fitted effect of over 50% in size
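Growth rescue of TDP-43-toxic yeast measured as ATP luminescence (BacTiter-Glo). Cells grown to mid-log in raffinose, induced in galactose at OD600=0.02, exposed to compound 24 hr at 30 deg C.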
DRD3 agonist = qHTS of D3 Dopamine Receptor Agonist: qHTS | AID 652048, 2013 | max activation, % | D3R DiscoveRx beta-arrestin cells, luminescence, 90 min | D(3) dopamine receptor (Homo sapiens), P35462 | actives 0.58% (n = 410,000); in the data active = max activation above about 30%; also: 0% is about no effect; mostly tested at two doses, the higher about 12 µM
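Cells at 1500/well, incubated overnight, then treated with pinned compounds (dopamine as control) for 90 min at 37 degrees C. DiscoveRx reagent added for 30 - 60 minutes at room temperature; luminescence read.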
HEK293 tox = qHTS of GLP-1 Receptor Inverse Agonists: Cytotox Screen. actives 0.13% (n = 410,000). HEK293 cAMP-luciferase reporter cells, luminescence, 24 h. Potency, µM (doses to about 38.3 µM), for inactives: top-dose activity change, negative = inhibition, most hits filed as inhibitors;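 also: loss of luciferase light is scored as toxicity; potency is read from the fitted curve at half-maximal effect; % is scaled to controls: 0 for no effect and ±100 for the full control effect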
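Compound-treated cells are incubated 24 hr at 37 deg C under 5% CO2 after a 12 hour attachment period, then luciferase detection reagent is added and luminescence is measured following 12 min at room temperature; lowered signal indicates toxicity.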
D3 antag = qHTS of D3 Dopamine Receptor Antagonist: qHTS; D3R cells, DiscoveRx beta-arrestin luminescence, antagonist mode; active compounds read low; max response, negative = inhibition, %; actives 2.5% (n = 360,000); in the data active = max response below about -50%; inconclusive = no clear call, values can overlap the other calls; also: % is scaled to controls: 0 for no effect and ±100 for the full control effect; mostly tested at two doses, the higher about 12 µM
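Cells expressing the human receptor were seeded at 1500 cells/well, incubated overnight at 37 degrees C in 5% CO2, then exposed to library compounds with dopamine controls for 90 minutes at 37 degrees C before luminescent detection.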
GLP1R ag = qHTS of GLP-1 Receptor Agonists. Glucagon-like peptide 1 receptor (Homo sapiens), P43220. AID 624172, 2012. actives 0.007% (n = 380,000). HEK293 GLP-1R CRE-luciferase, luminescence, 4-6 h; cells express a hypersensitive GLP-1R form. Potency, µM (doses to about 45.6 µM), inactives show at the top dose activation, most hits filed as activators; also: potency is read from the fitted curve at half-maximal effect; % of control where 0% means no effect
PTHR1 agonist = qHTS for PTHR1 Agonists: Primary Screen | Potency, µM (highest dose often 115 µM), without a hit: at the highest dose activation, actives largely listed as activators | Parathyroid hormone/parathyroid hormone-related peptide receptor (Homo sapiens), Q03431 | actives 0.075% (n = 410,000) | HEK293 GP2 PTHR1 cells, GloSensor cAMP luminescence, 1 h; also: potency is read from the fitted curve at half-maximal effect; nearly all actives have a fitted effect of over 55% in size; some results filed as inactive show a strong effect at the top dose; inactives centre near -15; many of its hits are not listed in these tables
Target sequence (Q03431 whole entry, looked up): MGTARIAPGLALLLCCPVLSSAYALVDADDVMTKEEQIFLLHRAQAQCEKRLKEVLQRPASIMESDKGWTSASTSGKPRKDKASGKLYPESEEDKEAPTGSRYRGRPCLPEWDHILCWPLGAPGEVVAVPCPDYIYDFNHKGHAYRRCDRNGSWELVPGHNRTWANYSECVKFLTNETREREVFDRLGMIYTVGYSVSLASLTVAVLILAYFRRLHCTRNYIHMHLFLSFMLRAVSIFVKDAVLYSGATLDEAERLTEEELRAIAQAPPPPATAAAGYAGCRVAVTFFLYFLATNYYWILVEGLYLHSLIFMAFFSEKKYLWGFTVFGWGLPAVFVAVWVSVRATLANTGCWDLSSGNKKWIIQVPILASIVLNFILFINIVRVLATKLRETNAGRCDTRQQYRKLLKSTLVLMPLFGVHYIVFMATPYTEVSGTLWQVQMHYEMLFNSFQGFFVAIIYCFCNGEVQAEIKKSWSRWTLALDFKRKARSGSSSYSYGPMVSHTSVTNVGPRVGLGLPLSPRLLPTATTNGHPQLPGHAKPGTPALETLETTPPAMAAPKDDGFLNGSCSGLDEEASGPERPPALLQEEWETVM
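HEK-293-derived GP2 cells expressing PTHR1 and a GloSensor cAMP reporter, 3,000/well, plated overnight, given luciferin plus IBMX (each 0.5 mM as added) for 1 h at 37 °C, then compound for 1 h at 37 °C. Luminescence was read after 15 min at room temperature.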
KB-V1 MDR tox = qHTS assay for MDR1-selective chemotherapeutics: Primary screen using the drug-selected MDR subline cells KB-V1; AID 1347076, 2019; KB-V1 MDR cells viability, CellTiter-Glo, 72 h; actives 3.4% (n = 400,000); Potency, µM (doses to about 46.1 µM), for the others: at the top dose activity change, negative = cytotoxicity, usual class: cytotoxic; also: potency is read from the fitted curve at half-maximal effect; % is scaled to controls: 0 for no effect and ±100 for the full control effect; nearly all actives have a fitted effect of over 60% in size
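KB-V1 cells (P-gp-expressing MDR subline of KB-3-1) in phenol-red-free DMEM with 10% FBS were exposed to library compounds over a concentration series for 72 h at 37 degrees C. Viability read by CellTiter-Glo luminescence; concentration-effect curves fitted after normalization.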
The depositor's hits bear a star; i = inactive; ? = inconclusive; . = not tested or not shown; & = joins results of further samples; [ ] = remark or other dose. Unless noted, calls follow the shape of the dose curve; as a rule, active = well fitted curve in the direction sought with a large enough effect; inconclusive = small, poorly fitted or top-dose-only effect, or another doubt; inactive = no such curve, though single readings can be large; an effect the other way counts as inactive or inconclusive.

no. | SMILES | aSyn rescue | GLP1R inv ag | TDP43 rescue | DRD3 agonist | HEK293 tox | D3 antag | GLP1R ag | PTHR1 agonist | KB-V1 MDR tox
1 | O=C1C2C3C=CC(C4CC34)C2C(=O)N1/N=C/c1ccc([N+](=O)[O-])o1 (stereo not drawn) | 6.1% | 57.0%[activator] | ? | -0.5 | -12.9% | ? | 13.6% | -43.9%[inhibitor] | ?
2 | CCCc1cc(=O)oc2cc(OCC(=O)N(C)C)c(Cl)cc12 | -0.6% | -10.6% | -5.3% | 4.0 | -6.9% | -17.8 | -4.2% | ? | 0.0%
3 | Cc1ccc2c(c1)nnn2C1CCN(CC(=O)Nc2ccc3c(c2)OCCO3)CC1 | 1.4% | ? | -0.1% | -9.8 | -26.0% | -0.8 | -0.6% | i | 0.0%
4 | O=C(NCC1CCCO1)C1CCN(S(=O)(=O)Cc2ccccc2)CC1 (stereo not drawn) | -0.9% | 1.5% | -14.9% | -5.3 | 1.9% | ? | -9.1% | i | 13.4%
5 | Cc1ccc(S(=O)(=O)Nc2ccc3c(c2)n(C)c(=O)n3C)cc1 | -0.1% | 60.8%[activator] | -13.8% | 3.9 | 2.9% | -5.0 | 14.5% | -28.8% | -24.1%
6 | CCOC(=O)N1CCC(N2CCN(S(=O)(=O)c3ccc(C)cc3)CC2)CC1 | -7.5% | -9.8% | -12.8% | -3.5 | 0.0% | -25.9 | -1.0% | i | -20.3%
7 | COc1ccccc1CNC(=O)C1CSC2(C)CCC(=O)N12 (stereo not drawn) | 0.2% | 7.9% | 7.5% | -1.8 | 4.5% | -17.1 | -3.6% | -3.7% | -15.1%
8 | Cc1ccccc1NC(=O)CSc1nnc2ccc(-c3ccncc3)nn12 | -0.6% | 80.1%[activator] | -13.1% | -15.0 | -6.2% | 19.0 | 13.2% | i | 8.5%
9 | CN(C)C(=O)c1cccc(-c2cc(NC=O)c3ncc(-c4ccc(F)cc4)n3c2)c1 | 5.1% | -4.1% | 9.3% | -8.6 | -9.6% | 0.0 | 11.6% | -22.4% | 20.6µM*
10 | O=C(COc1ccc(F)cc1)Nc1c(C(=O)N2CCC(N3CCCCC3)CC2)oc2ccccc12 | 0.3% | ? | 0.5% | -20.0 | -19.3% | 7.6 | 2.3% | i | 3.2%
11 | COc1ccc(S(=O)(=O)Nc2ccc(C(N)=O)cc2)cc1C(=O)N1CCCCCC1 | -0.1% | 10.2% | 11.2% | 15.5 | 0.0% | -4.7 | 6.3% | i | 2.7%
12 | Cc1ccc(N=CC2=C(O)CC(c3ccccc3Cl)CC2=O)cc1 (stereo not drawn) | 1.8% | 7.5% | 14.5% | 4.1 | -5.5% | -19.0 | 3.4% | -23.7% | 4.3%
13 | CN1C(C(=O)NCc2ccco2)CC2Cn3c(nc4ccccc43)C21 (stereo not drawn) | -0.1% | -13.4% | 11.6% | 9.1 | -5.1% | 31.4 | -5.9% | -49.0%[inhibitor] | 2.6%
14 | CCOCCn1c(=O)c2c(nc3n2CC(C)CN3CCc2ccccc2)n(C)c1=O (stereo not drawn) | -0.8% | 1.6% | 12.1% | -4.2 | -7.6% | -8.9 | -3.0% | i | 9.4%
15 | Cc1cc(NC(=O)CSc2nc3cc(Cl)ccc3o2)no1 | -0.2% | 2.51µM* | -7.3% | 4.7 | ? | 8.0 | 5.4% | i | -21.3%
16 | O=C(O)CCCCCNC(=O)c1ccccc1Br | 2.0% | 0.4% | -22.4% | 0.4 | 7.6% | -22.4 | 0.9% | i | -3.3%
17 | Cc1ccc(NC(=O)/C=C\C(=O)N(c2ccc(C(C)C)cc2)C(C(=O)NCc2ccco2)c2ccc(F)cc2)cc1 (stereo not drawn) | . | ? | 2.5% | 4.3 | 2.2% | . | . | i | .
18 | O=C(NC1CCCc2ccccc21)C1CCN(C(=O)c2sccc2-n2cccc2)CC1 (stereo not drawn) | 0.1% | -25.2% | 23.6% | -6.8 | 0.6% | -23.0 | -4.1% | -25.5% | -4.0%
19 | Cn1cnnc1Sc1ccc(/C=C(\CCC(=O)O)c2nc3ccccc3s2)cc1[N+](=O)[O-] | 16.1% | -2.0%[7.66 µM] | -19.4% | -9.5 | 3.2%[7.66 µM] | -16.1 | -0.8% | -29.9% | -15.5%
20 | CN(C)c1ccc(/C=C(/C#N)C(=O)Nc2nc3c(s2)CCN(Cc2ccccc2)C3)cc1 | -1.1% | -29.3% | -1.9% | -14.0 | 2.4% | 4.4 | -15.9% | i | .

Next part.
no. | SMILES | aSyn rescue | GLP1R inv ag | TDP43 rescue | DRD3 agonist | HEK293 tox | D3 antag | GLP1R ag | PTHR1 agonist | KB-V1 MDR tox
21 | O=C(Cn1c(NCCCO)nc2ccccc21)c1ccc([N+](=O)[O-])cc1 | 2.7% | -7.2% | 9.8% | 3.4 | 2.2% | 0.5 | -2.1% | -3.4% | 1.4%
22 | COc1ccccc1CNC(=O)c1cccc(NC(=O)N2CCSc3ncccc32)c1 | . | 4.8% | 10.9% | 0.2 | 2.0% | . | . | -9.0% | 0.8%
23 | O=C(Nc1ccc2c(c1)OCCO2)c1cnccn1 | -8.6% | -23.0% | -5.8% | 9.7 | -10.2% | -4.2 | -2.9% | i | -1.9%
24 | CC(C)C(=O)Nc1c(O)c2ccccc2[nH]c1=O | 0.5% | 6.6% | ? | -1.6 | -16.0% | -14.9 | 0.0% | -6.0% | ?
25 | CC1CCC2(CC1)OCC1(CCC3(COC4(CCC(C)CC4)OC3)C1=O)CO2 (stereo not drawn) | 0.7% | 11.3% | -8.5% | 5.6 | -0.6% | 5.0 | 6.6% | -70.8%[inhibitor] | -22.5%
26 | COC(=O)[C@@]12C[C@@H](CC(=O)N3CCOCC3)C(=O)N(Cc3ccccc3)C1=CCC(C)(C)C2 | 1.5% | 25.6% | 0.0% | -14.3 | -0.1% | -0.8 | . | i | ?
27 | O=C(COC(=O)CNC(=O)C1CCCCC1)NCc1ccccc1 | 2.1% | ? | 12.3% | 1.3 | -3.3% | 4.4 | -7.5% | i | 5.6%
28 | COc1cccc(CNC(=O)C2CCC(CNS(=O)(=O)c3cccc4nsnc34)CC2)c1 (stereo not drawn) | 0.2% | -0.1% | 4.6% | -3.6 | -2.7% | -8.3 | 5.7% | -1.9% | -23.6%
29 | CC(=O)Nc1ccc(S(=O)(=O)N2CCc3ccccc3C2)cc1 | -3.3% | 7.3% | 19.4% | 0.0 | 10.7% | 7.9 | 3.8% | i | -12.4%
30 | CCN(CC)c1cc(C)c2cc(NC(=O)c3ccccc3OC)ccc2n1 | -2.3% | ? | 8.3% | 1.8&0.3 | ? | 62.2 | 20.2%&1.3% | -7.1%&-53.6% | ?
31 | Cc1cc(C(=O)NNS(=O)(=O)c2cc(C(=O)O)ccc2Cl)c(C)n1-c1ccccc1 | -7.4% | 6.7% | 14.2% | -8.3 | -13.2% | 8.6 | -19.0% | -3.5% | -21.5%
32 | Cc1nn(-c2ccccc2)c(C)c1/C=N/NC(=O)c1cc(O)cc(O)c1 | -2.4% | 8.4% | 15.0% | 19.5 | -0.4% | 52.8 | 7.1% | i | 0.0%
33 | CC(=O)C12OC1CC1C3CCC4=CC(=O)CCC4(C)C3CCC12C (stereo not drawn) | 1.4% | 1.1% | 0.3% | -4.5 | 9.0% | -3.3 | -0.2% | -69.7%[inhibitor] | -9.6%
34 | COc1cccc(C(=O)c2cc3cc(Cl)ccc3[nH]2)c1 | 7.4% | -25.0% | ? | 1.0 | -5.9% | -5.4 | 2.6% | -27.5% | -29.0%
35 | CCOC(=O)C1=CCN(S(=O)(=O)c2ccc(Cl)cc2)C1c1ccc(C)cc1 (stereo not drawn) | 7.5% | ? | ? | 0.4 | -7.4% | 18.7 | 6.3% | -5.7% | ?
36 | COc1cc(/C=C/C(=O)OCC(=O)NC(=O)NC2CCCCC2C)ccc1OC(F)F (stereo not drawn) | 2.9% | 0.3% | -20.1% | 3.2 | -15.7% | -10.0 | -0.9% | -77.1%[inhibitor] | 2.4%
37 | CC(C)(C)c1ccc(-c2cc(C(=O)NNC(=O)Nc3ccccc3)c3ccccc3n2)cc1 | -0.6% | ? | -6.0% | -6.0 | -12.7% | -20.3 | -23.1% | -19.2%[57.5 µM] | -23.0%
38 | Cc1ccc(C2=Nc3ccccc3NC(c3ccncc3)=N2)cc1 | . | -3.8% | 16.6% | -10.3 | 8.9% | . | . | -28.8% | -21.4%
39 | CCCOC(=O)C1=C(C)NC2=C(C(=O)C(C(=O)OC)C(C)C2)C1c1ccc(N(CC)CC)cc1 (stereo not drawn) | -2.3% | ? | -20.6% | 0.8 | -0.6% | 9.2 | -2.7% | -0.7% | ?
40 | COC(CNC(=O)C1CCC(CNS(=O)(=O)c2c(C)cc(C)cc2C)CC1)OC (stereo not drawn) | -1.2% | -10.0% | 8.8% | -1.5 | -7.7% | -9.5 | 10.4% | -1.0% | 5.9%

Profiles from above. Screens in order: aSyn rescue, GLP1R inv ag, TDP43 rescue, DRD3 agonist, HEK293 tox, D3 antag, GLP1R ag, PTHR1 agonist, KB-V1 MDR tox
Shown for CC(C)C(=O)Nc1c(O)c2ccccc2[nH]c1=O → 0.5%, 6.6%, ?, -1.6, -16.0%, -14.9, 0.0%, -6.0%, ?
Shown for CC(=O)C12OC1CC1C3CCC4=CC(=O)CCC4(C)C3CCC12C (stereo not drawn) → 1.4%, 1.1%, 0.3%, -4.5, 9.0%, -3.3, -0.2%, -69.7%[inhibitor], -9.6%

An excerpt; count on the stated rates, not on these rows.
